BCLXL inh – blocks human Bcl-xL binding to Bim BH3 peptide. GST-Bcl-xL / FITC-Bim BH3 peptide fluorescence polarization. inhibition, % at 10.9 µM. 320,000 compounds, 0.7% hits;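 active = inhibition above the mean of all tested compounds plus 3 SD, cutoff set per campaign, cut at about 30% in these data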;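 also: 0% = DMSO wells and 100% = unlabeled Bim-BH3 peptide competitor; inhibitors lower millipolarization by displacing the labeled peptide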
MCL1-BIM inh – disrupts human MCL1 binding to BIM-BH3 peptide | Q07820 | GST-MCL1 / FITC-Bim-BH3 fluorescence polarization | inhibition, % at 10.9 µM | 320,000 compounds, 0.68% hits | AID 2057;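 active = inhibition above the mean inhibition of all tested compounds plus 3 SD, set per campaign, cut at about 40% in these data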;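 also: 0% = DMSO wells and 100% = unlabeled Bim-BH3 peptide control; higher means more loss of mP so more displacement of Bim peptide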
Target sequence (Q07820 whole entry, looked up): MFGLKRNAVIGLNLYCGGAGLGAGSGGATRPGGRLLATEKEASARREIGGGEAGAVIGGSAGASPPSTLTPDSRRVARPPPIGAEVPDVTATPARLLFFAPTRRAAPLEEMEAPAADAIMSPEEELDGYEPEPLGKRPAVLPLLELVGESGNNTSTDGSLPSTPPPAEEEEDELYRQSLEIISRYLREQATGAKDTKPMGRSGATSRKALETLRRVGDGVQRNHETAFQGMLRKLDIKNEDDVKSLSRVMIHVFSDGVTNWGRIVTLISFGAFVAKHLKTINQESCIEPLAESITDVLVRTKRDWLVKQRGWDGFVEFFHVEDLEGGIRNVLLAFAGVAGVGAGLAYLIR
Yeast superoxide – caloric restriction mimetics inhibiting age-related superoxide in yeast. AID 2690. S. cerevisiae aged cells, superoxide DHE fluorescence; stronger effect = lower value. 330,000 compounds, 0.18% hits. superoxide response (% of plate mean), % at 10 µM;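 active = superoxide response under a set limit, about three screen SD below normal, cut at about 65% in these data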;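 also: yeast aged for seven days with compound at 30 °C before DHE staining; 100% = average MFI of all compound-treated wells on the plate with controls excluded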
MEX-5 binding – C. elegans MEX-5 TCR-2 RNA binding activity. Q9XUB2. MEX-5/FITC-TCR2 RNA binding, fluorescence polarization; stronger effect = lower value. activity score (negative = inhibition of binding), % at 10 µM. 300,000 compounds, 0.38% hits. AID 1832;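 active = inhibition past about -25% in most replicates, and total fluorescence under double the plate's negative control median, limit read from the data; inconclusive = replicates evenly split on the limit, or fluorescence at least double controls; inactive = too little inhibition in most replicates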;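 also: 0% = DMSO and -100% = 5 µM competing unlabeled TCR2 RNA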
Target sequence (Q9XUB2 whole entry, looked up): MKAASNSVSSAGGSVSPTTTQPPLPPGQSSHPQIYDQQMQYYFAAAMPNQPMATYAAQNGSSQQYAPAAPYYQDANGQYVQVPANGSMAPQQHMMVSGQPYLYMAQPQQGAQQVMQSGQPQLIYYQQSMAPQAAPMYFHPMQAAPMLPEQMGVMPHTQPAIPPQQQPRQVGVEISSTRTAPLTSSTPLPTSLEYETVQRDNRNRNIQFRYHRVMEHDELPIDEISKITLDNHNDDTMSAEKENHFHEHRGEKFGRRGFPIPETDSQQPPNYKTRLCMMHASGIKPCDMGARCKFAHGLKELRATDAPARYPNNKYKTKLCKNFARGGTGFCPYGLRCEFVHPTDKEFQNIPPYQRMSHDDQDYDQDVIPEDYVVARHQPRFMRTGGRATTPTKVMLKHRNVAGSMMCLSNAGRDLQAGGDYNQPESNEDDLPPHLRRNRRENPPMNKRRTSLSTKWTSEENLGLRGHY
GRK2 aptamer HTS – blocks RNA aptamer binding to human GRK2; bead flow cytometry, FAM-aptamer displacement from GRK2; inhibition of aptamer binding, % at 10 µM; 330,000 compounds, 0.59% hits;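 active = inhibition of aptamer binding above 40%, roughly 3 SD of noise, on plates passing a quality check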;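 also: median bead fluorescence of bound FAM aptamer so fluorescent compounds give negative values; no value below 0 was filed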
VLA-4 inh – inhibition in a human VLA-4 binding assay; VLA-4 expressing cells, ligand binding flow cytometry; inhibition, % (about 7 µM as worked out from the volumes in the protocol); 330,000 compounds, 0.2% hits; AID 2557; in the data active = inhibition above about 50%
AGP1 TOR yeast – yeast TOR pathway AGP1-GFP modulation; 320,000 compounds, 0.02% hits; GFP response vs DMSO, % at 10 µM; S. cerevisiae AGP1-GFP multiplex flow cytometry, 3 h; GFP as percent of DMSO wells;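 active = GFP response relative to DMSO above a set limit, near screen average plus 3 SD, cut at about 150% in these data; inconclusive = fewer than 70 cells counted for the yeast strain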;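 also: median GFP channel fluorescence of the gated AGP1 strain per well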
GLD-1 TGE inh – GLD-1-TGE RNA interaction inhibition (C. elegans); Q17339; purified GLD-1 + fluorescein TGE RNA, fluorescence polarization; inhibition, % at 5.96 µM; 320,000 compounds, 0.44% hits;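 active = percent inhibition above a per-plate cutoff, the plate mean of test compounds plus 3 SD, cut at about 30% in these data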;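 also: 0% = DMSO wells with GLD-1 and probe and 100% = wells lacking GLD-1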
CIT2 TOR yeast – modulators of TOR pathway CIT2-GFP in S. cerevisiae; S. cerevisiae CIT2-GFP strain, flow cytometry, 3 h; 100 means same as DMSO wells; GFP response vs DMSO, % at 10 µM; 320,000 compounds, 0.065% hits; AID 2029;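 active = GFP response relative to DMSO above a set limit, near the screen mean plus 3 SD, cut at about 150% in these data; inconclusive = Fewer than 70 cells measured for a yeast strain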;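 also: ratio of well median GFP fluorescence to mean of DMSO wells on the plate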
Active calls of the source: *; u = inconclusive; x = no result given.

SMILES | BCLXL inh | MCL1-BIM inh | Yeast superoxide | MEX-5 binding | GRK2 aptamer HTS | VLA-4 inh | AGP1 TOR yeast | GLD-1 TGE inh | CIT2 TOR yeast
CCc1cc(=O)[nH]c(SCC(=O)N2CCOCC2)n1 | 4 | 0 | 88 | 2.6 | 0 | -15 | 106 | -1 | 112
COc1ccc(NC(=S)N2CCOCC2)c(OC)c1 | 3 | 6 | 96 | 1.7 | 0 | 0 | 93 | 2 | 99
Cc1cccc(NC(=O)Cc2ccc(-c3ccccc3)cc2)n1 | 9 | 5 | 102 | 6.0 | 1 | -39 | 96 | 4 | 81
Cc1ccc(NC(=O)c2cccs2)cc1 | -1 | -2 | 105 | 0.5 | 3 | -2 | 99 | -1 | 95
CN(CC(=O)Nc1ccccc1Cl)C(=O)c1ccc(Cl)c(S(=O)(=O)N2CCCCCC2)c1 | x | x | 92 | x | 0 | 9 | 96 | 6 | 97
O=Cc1cccn1-c1nccc(-c2ccco2)n1 | 1 | 5 | 95 | 0.6 | 0 | 2 | 97 | -1 | 102
COC(=O)c1ccccc1NC1OC(=O)c2ccccc21 (centres undefined) | 0 | 3 | 105 | -1.8 | 0 | -8 | 99 | 1 | 89
CCc1ccc(CN2CCCC(CNS(=O)(=O)c3ccc(OC)cc3)C2)cc1 (centres undefined) | 9 | 8 | 81 | 3.0 | 0 | 3 | 99 | 4 | 94
Cc1c(/C=N/Nc2nc3ccccc3[nH]2)c2ccccc2n1C | -1 | 7 | 83 | -1.1 | 0 | 16 | 118 | 6 | 102
COC(=O)C1=C(C)N(Cc2ccccc2)C(=NCc2ccc(OC)cc2)N[C@H]1c1cccc(F)c1 | -8 | -17 | 87 | 0.1 | 3 | 6 | 82 | 1 | 71
CC(SC1=NCCN1S(=O)(=O)c1ccc(F)cc1)c1ccccc1 (centres undefined) | 0 | 1 | 108 | 2.7 | 1 | 13 | 96 | 2 | 102
N#Cc1ccc(C(=O)N2CCN(S(=O)(=O)c3ccc(Br)s3)CC2)cc1 | 0 | -3 | 97 | -0.8 | 0 | -10 | 106 | 5 | 104
COc1ccccc1/C=N/N1CCN(c2ccc(Cl)cc2)CC1 | 3 | 1 | 101 | -4.6 | 2 | 7 | 108 | 0 | 102
COc1ccc(CNc2ncnc3c2[nH]c2cc(OC)c(OC)cc23)cc1 | 1 | -3 | 87 | -2.1 | 0 | -2 | 114 | -5 | 111
O=P(O)(Cc1ccccc1)Cc1ccccc1 | 3 | 11 | 98 | -0.2 | 5 | -15 | 108 | -3 | 108
C#CCCc1ccccc1/C=[N+](/C)[O-] | 6 | 13 | 101 | x | 0 | -18 | 114 | 2 | 108
CCOC(=O)C1=C(C)NC(C)=C(C(=O)OCC)C1C(=O)OCC(=O)NCc1ccccc1 | x | x | 86 | x | 8 | 4 | 102 | 5 | 97
S=C(NCc1ccccn1)Nc1ccc(Cl)cc1Cl | 9 | 14 | 107 | -1.5 | 0 | -6 | 93 | -1 | 86
CCn1cc(C2C(C(=O)Nc3ccc(Br)cn3)=C(C)NC3=C2C(=O)CCC3)c(C)n1 (centres undefined) | 1 | 2 | 100 | -0.1 | 6 | 13 | 98 | 1 | 101
Fc1ccc(C2CC(c3ccco3)n3ncnc3N2)cc1 (centres undefined) | -3 | 3 | 142 | 0.4 | 0 | -6 | 95 | 4 | 102
O=C(CN1CCN(c2ccc(F)cc2)CC1)N(C1CCCC1)C1CCS(=O)(=O)C1 (centres undefined) | 1 | 1 | 91 | x | 0 | 15 | 103 | 8 | 101
COc1ccc(CNc2nc(S(=O)(=O)c3ccccc3)c(Cl)s2)cc1OC | 10 | -1 | 88 | 2.5 | 1 | 16 | 104 | 4 | 100
CCN1CCN(c2nc(-c3ccccc3)nc3ccccc23)CC1 | 0 | 4 | 104 | 1.4 | 0 | 9 | 107 | -3 | 102
COc1ccc(CNc2nc3nc4c(c(=O)n3[nH]2)CCC4)cc1 | 5 | -2 | 93 | -1.2 | 1 | 16 | 89 | -1 | 97
Cc1csc(SC(C)C(=O)NC2CCCCC2C)n1 (centres undefined) | 3 | -2 | 82 | -0.1 | 6 | -1 | 114 | -3 | 103

Nothing new here: entries from further up.
SMILES | BCLXL inh | MCL1-BIM inh | Yeast superoxide | MEX-5 binding | GRK2 aptamer HTS | VLA-4 inh | AGP1 TOR yeast | GLD-1 TGE inh | CIT2 TOR yeast
CC(SC1=NCCN1S(=O)(=O)c1ccc(F)cc1)c1ccccc1 (centres undefined) | 0 | 1 | 108 | 2.7 | 1 | 13 | 96 | 2 | 102
N#Cc1ccc(C(=O)N2CCN(S(=O)(=O)c3ccc(Br)s3)CC2)cc1 | 0 | -3 | 97 | -0.8 | 0 | -10 | 106 | 5 | 104
COc1ccccc1/C=N/N1CCN(c2ccc(Cl)cc2)CC1 | 3 | 1 | 101 | -4.6 | 2 | 7 | 108 | 0 | 102
COc1ccc(CNc2ncnc3c2[nH]c2cc(OC)c(OC)cc23)cc1 | 1 | -3 | 87 | -2.1 | 0 | -2 | 114 | -5 | 111

Returning to the listing, repeating the 2 entries before the break.
SMILES | BCLXL inh | MCL1-BIM inh | Yeast superoxide | MEX-5 binding | GRK2 aptamer HTS | VLA-4 inh | AGP1 TOR yeast | GLD-1 TGE inh | CIT2 TOR yeast
COc1ccc(CNc2nc3nc4c(c(=O)n3[nH]2)CCC4)cc1 | 5 | -2 | 93 | -1.2 | 1 | 16 | 89 | -1 | 97
Cc1csc(SC(C)C(=O)NC2CCCCC2C)n1 (centres undefined) | 3 | -2 | 82 | -0.1 | 6 | -1 | 114 | -3 | 103
CCOC(=O)C1=NN(c2ccccc2C)C2=NC(C)=C(C(=O)OC)C(c3cccc(OC)c3)N12 (centres undefined) | 1 | -2 | 94 | -2.0 | 0 | 15 | 94 | 2 | 98
CC1(C)C(=O)OC(c2ccccc2)C2(CCCC2)C1=O (centres undefined) | 5 | 9 | 95 | -0.3 | 0 | 3 | 101 | -1 | 93
O=[N+]([O-])c1ccc(S(=O)(=O)NNC(=S)NCCc2ccccc2)cc1 | -2 | 1 | 117 | -4.2 | 0 | -2 | 99 | -5 | 103
O=C(O)C1CC(=O)N(CCOc2ccccc2)C1 (centres undefined) | 1 | -3 | 98 | -1.5 | 0 | 1 | 100 | 0 | 98
COc1ccc(NC(=O)CCN2C(=O)c3ccccc3S2(=O)=O)c(OC)c1 | 6 | 11 | 91 | 1.9 | 1 | -8 | 102 | 4 | 105
COc1ccccc1C(=O)NC(=O)COC(=O)CNC(=O)c1ccccc1F | x | x | 107 | x | 3 | 4 | 96 | 0 | 96
CC(=O)Nc1cccc(NC(=O)C(=O)NCC(c2ccco2)N2CCc3ccccc32)c1 (centres undefined) | 0 | 0 | 102 | -2.2 | 2 | 8 | 95 | -1 | 95
COc1ccc(CN2CCCN(C)CC2)c(OC)c1C | 3 | -3 | 98 | -0.7 | 0 | -14 | 96 | 5 | 100
COc1ccc(Cc2noc(CN(C)CC(O)c3ccccc3)n2)cc1OC (centres undefined) | 6 | 10 | 102 | -3.8 | 0 | 27 | 96 | 7 | 101
CCCOC(=O)c1ccc(Oc2coc3c(CN(CC)CC)c(O)ccc3c2=O)cc1 | 2 | 2 | 83 | 1.2 | 0 | 9 | 102 | 1 | 106
C=CCn1c(=NC(=O)CC)n(C)c2ccccc21 | 4 | 10 | 109 | -1.2 | 0 | 8 | 93 | -1 | 99
COC(=O)CN(c1ccc(C(C)C)cc1)S(=O)(=O)c1c(C)[nH]c(=O)[nH]c1=O | 0 | -3 | 97 | -0.5 | 1 | 12 | 100 | 4 | 96
CCO[C@H]1OC(C(=O)Nc2ccccc2)=C[C@@H](C)[C@@H]1CCCO | 2 | -2 | 94 | -0.3 | 2 | 91* | 78 | 8 | 71
CCCn1c(SCC(=O)Nc2nnc(C(C)C)s2)nc2c1c(=O)n(C)c(=O)n2C | 5 | 2 | 95 | 2.1 | 2 | 2 | 101 | 4 | 93
COc1ccc2[nH]c(=O)c(CN(Cc3ccccc3)C(=S)NCC3CCCO3)cc2c1 (centres undefined) | 8 | 10 | 102 | -7.3 | 1 | -6 | 102 | 2 | 98
CC1(C)C2CCC1(CS(=O)(=O)NCc1ccc(C(=O)O)cc1)C(=O)C2 (centres undefined) | 8 | 4 | 97 | -3.1 | 0 | 12 | 111 | -2 | 119
CCNC(=O)NC1(C(=O)Nc2ccc3c(c2)OCCO3)CCCCC1 | 2 | 2 | 100 | 0.8 | 0 | 4 | 95 | -1 | 94
CCN1/C(=C2\SC(=S)N(Cc3ccccc3)C2=O)Sc2ccccc21 | 3 | 4 | 104 | -26* | 0 | 1 | 93 | -2 | 84
O=C(CCC(=O)N1CCCC1)Nc1ccc([N+](=O)[O-])cc1 | -3 | 4 | 115 | 1.2 | 0 | 0 | 117 | -4 | 112
O=C(O)c1cc(-c2ccc(/C=N/NC(=S)Nc3ccccc3)o2)ccc1Cl | 19 | 25 | 111 | -13 | 12 | 1 | 101 | 2 | 98
CCOC(=O)c1[nH]c(C)c(CN(CCc2ccccc2)C(=O)CCC(=O)O)c1C | 6 | 4 | 95 | -0.3 | 0 | -31 | 104 | 6 | 110
COc1cc(OC)c(OC)cc1/C=C(\C#N)C(=O)NCc1cccs1 | x | x | 104 | -17 | 0 | -1 | u | x | 77
O=C(NCc1ccc2c(c1)OCO2)c1cc2ncc(Br)cn2n1 | 7 | 16 | 123 | x | 39 | 8 | 103 | -7 | 100
COCCn1c(SCC(=O)Nc2cccc(C)n2)nnc1-c1ccco1 | -6 | -5 | 92 | -0.3 | 0 | 0 | 99 | 0 | 94
COc1ccc(CCNC(=O)CSc2nc3sc(C(=O)O)c(C)c3c(=O)[nH]2)cc1OC | 4 | 4 | 122 | 1.2 | 9 | -8 | 93 | -1 | 88
CCOc1ccc(C(=O)NC(=S)Nc2ccccc2OC)cc1[N+](=O)[O-] | 2 | 10 | 115 | -2.5 | 1 | 1 | 94 | -3 | 98
CCN(CC)C(=O)C1CCCN(Cc2ccccc2C(F)(F)F)C1 (centres undefined) | -13 | -12 | 135 | -1.3 | 1 | -12 | 102 | 5 | 96
COc1ccc(Nc2nc(N3CCCC3)nc3ccccc23)c(OC)c1 | 3 | 3 | 88 | -2.7 | 4 | 9 | 108 | 5 | 102
CC(=O)Nc1ccc(Nc2nc(-c3ccccc3)nc3ccccc23)cc1 | 3 | -1 | 98 | -0.4 | 1 | 6 | 106 | -6 | 102

Screening results (PubChem)

Outcome played no part in choosing rows, and some 2.1% of all compounds hit somewhere here.
